# SMARCA2 activ: increases SMARCA2 function in MMTV reporter cells. MG213 cells, MMTV-luciferase reporter, dexamethasone, overnight. activation, % at 9.1 µM. 370,000 tested, 1% active; in the data active = activation above about 7.8%;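 also: 0% = vehicle wells and 100% = reference activator wells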
# DAX1 inh-1: inhibitors of human orphan nuclear receptor DAX1 (NR0B1). HEK293 Gal4-DAX1 luciferase reporter, luminescence. AID 504766. 340,000 tested, 0.99% active. inhibition, % at 6.75 µM;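 active = inhibition above the mean over all tested compounds plus 3 SD, cut at about 4.2% in these data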;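 also: 0% = DAX1-transfected cells with DMSO and 100% = empty-vector control cells with DMSO; inhibition shows as a rise in luminescence from relieved DAX1 repression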
# PLCb3 inh: blocks human PLC-beta3 enzyme activity; Q01970; Purified PLC-beta3, fluorogenic substrate, fluorescence; inhibition, % at 12.2 µM; 370,000 tested, 0.18% active; AID 720704; in the data active = inhibition above about 11%;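 also: 0% = median of compound wells on plate and 100% = full blocker control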
# DAX1 inh-2: inhibitors of DAX1 repression of SF-1 activated StAR promoter. HEK293T StAR-luciferase reporter, SF-1/DAX-1 repression relief. inhibition, % at 6.8 µM. 370,000 tested, 1.1% active. AID 652010;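 active = inhibition above the mean over all tested compounds plus 3 SD, cut at about 3.6% in these data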;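 also: 0% = DAX-1 cells with DMSO and 100% = cells lacking DAX-1 with DMSO; higher inhibition means more luminescence from relief of DAX-1 repression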
# MBD2 DNA inh: blocks human MBD2 binding to methylated DNA; Q9UBB5; TR-FRET, MBD2 binding to methylated oligonucleotide; inhibition, % at 4.4 µM; 370,000 tested, 0.31% active; AID 686964; in the data active = inhibition above about 13%
# NR1D1 modulator: modulators of human Rev-erb alpha DNA binding; P20393; Rev-erbα–FITC-DNA binding, fluorescence polarization, 90 min; activity, % at 10 µM; 370,000 tested, 0.79% active; AID 1259318;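 active = activity above about 14%, limit read from the data; passing the limit was not always enough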;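 also: 0% = DMSO wells with 35 nM protein and 100% = DMSO wells with 750 nM protein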
# hgDAF-12 ag: hgDAF-12 agonism, primary luciferase screen. 370,000 tested, 1.8% active. HEK293 GAL4-hgDAF12 UAS-luciferase reporter, agonist luminescence; normalized to butyrate control. activation, % at 6.8 µM. AID 687014;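 active = activation above a cutoff set at the mean of all screened compounds plus 3 SD, cut at about 10% in these data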;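 also: 0% = DMSO wells and 100% = sodium butyrate wells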
# ssDAF-12 act: activates DAF-12 receptor from parasite S. stercoralis; HEK293 ssDAF-12/GRIP1 lit1-tk-luc reporter, luminescence; % of 3 µM dafachronic acid response; activation, % at 6.8 µM; 370,000 tested, 1% active; AID 652126;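 active = activation above the mean over all tested compounds plus 3 SD, cut at about 0.9% in these data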;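 also: 0% = DMSO-only wells and 100% = 3 µM delta7-dafachronic acid wells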
# PLCg1 inh: inhibitors of human phospholipase C gamma1; 370,000 tested, 0.84% active; purified PLC-gamma1, fluorogenic substrate, fluorescence; AID 720700; P19174; inhibition, % at 12.2 µM; in the data active = inhibition above about 9.5%
# Target sequence (P19174 whole entry, looked up): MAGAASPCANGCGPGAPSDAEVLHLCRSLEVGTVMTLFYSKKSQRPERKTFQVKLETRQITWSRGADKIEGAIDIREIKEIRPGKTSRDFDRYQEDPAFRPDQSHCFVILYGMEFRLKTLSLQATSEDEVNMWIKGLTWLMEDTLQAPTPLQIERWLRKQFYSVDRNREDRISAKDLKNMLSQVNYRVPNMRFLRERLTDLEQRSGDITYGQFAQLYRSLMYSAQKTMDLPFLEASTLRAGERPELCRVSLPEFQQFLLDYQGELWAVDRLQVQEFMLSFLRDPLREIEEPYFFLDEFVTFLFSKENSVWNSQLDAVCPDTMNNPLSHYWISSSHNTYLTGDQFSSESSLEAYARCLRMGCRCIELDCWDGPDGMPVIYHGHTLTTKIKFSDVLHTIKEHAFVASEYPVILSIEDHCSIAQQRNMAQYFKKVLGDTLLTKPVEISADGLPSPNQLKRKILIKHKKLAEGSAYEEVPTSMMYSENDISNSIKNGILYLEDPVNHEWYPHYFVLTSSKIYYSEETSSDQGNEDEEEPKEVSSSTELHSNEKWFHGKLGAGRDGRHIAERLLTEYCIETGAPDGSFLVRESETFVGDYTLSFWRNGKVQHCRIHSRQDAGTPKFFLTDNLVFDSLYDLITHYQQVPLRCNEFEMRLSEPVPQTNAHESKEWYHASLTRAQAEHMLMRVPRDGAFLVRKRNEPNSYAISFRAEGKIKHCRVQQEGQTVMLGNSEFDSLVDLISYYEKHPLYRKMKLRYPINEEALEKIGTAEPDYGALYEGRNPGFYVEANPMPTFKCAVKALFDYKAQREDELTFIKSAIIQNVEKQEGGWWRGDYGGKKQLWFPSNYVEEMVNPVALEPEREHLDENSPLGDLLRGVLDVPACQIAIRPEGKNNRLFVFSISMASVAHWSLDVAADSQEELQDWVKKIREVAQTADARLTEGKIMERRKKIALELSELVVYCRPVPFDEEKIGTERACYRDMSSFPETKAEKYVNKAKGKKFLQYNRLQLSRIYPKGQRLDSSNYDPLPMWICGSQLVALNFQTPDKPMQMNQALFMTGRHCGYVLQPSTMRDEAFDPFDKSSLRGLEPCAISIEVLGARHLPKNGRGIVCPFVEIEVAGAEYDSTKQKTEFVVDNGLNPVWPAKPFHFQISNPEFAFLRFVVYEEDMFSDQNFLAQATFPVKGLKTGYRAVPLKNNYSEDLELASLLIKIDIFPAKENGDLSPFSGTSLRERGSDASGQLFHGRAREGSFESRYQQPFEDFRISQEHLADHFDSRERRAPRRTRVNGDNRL
# hcDAF-12 act: H. contortus DAF-12 activation, primary screen. HEK293 hcDAF-12 lit1-tk-luc reporter, luminescence; 0% DMSO, 100% Δ7-dafachronic acid. activation, % at 6.8 µM. 370,000 tested, 1.4% active;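 active = activation above the mean of all tested compounds plus 3 SD, cut at about 5.5% in these data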;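 also: 100% = response to 3 µM Δ7-dafachronic acid high control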
# ADAM17 inh: inhibitors of human ADAM17 | recombinant ADAM17, EDANS/DABCYL FRET peptide cleavage | 370,000 tested, 0.83% active | inhibition, % at 6.95 µM | P78536;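 active = inhibition above the mean of compounds lying between control limits plus 3 SD, set per campaign, cut at about 8.5% in these data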;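 also: 0% = DMSO-only wells as the low control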
# The depositor's hits bear a star; · = not tested or not shown.
SMILES,SMARCA2 activ,DAX1 inh-1,PLCb3 inh,DAX1 inh-2,MBD2 DNA inh,NR1D1 modulator,hgDAF-12 ag,ssDAF-12 act,PLCg1 inh,hcDAF-12 act,ADAM17 inh
Cc1cc(=O)[nH]c2ccc(S(=O)(=O)NCc3ccccc3)cc12,-2,2.4,5,-1.6,-4,5,1.9,-1.0,9,-1.6,2
COc1ccc(C(=O)Nc2cccc(C(=O)N3CCN(C)CC3)c2)cc1,1,0.8,0,0.7,2,2,1.7,-0.5,-1,-0.2,-5
CCCCc1c(O)nc(SCC(=O)N2CCOCC2)[nH]c1=O,1,0.3,-1,1.5,0,1,0.1,-1.1,0,1.3,-4
CCOC(=O)C1CCN(C(=O)c2sc3nc(-c4ccc(F)cc4)cn3c2C)CC1,-2,-0.8,1,-0.9,5,-1,-1.8,-1.2,-1,-1.6,2
Cc1ccccc1NC(=O)c1cn(-c2ccccc2)nc1-c1ccccc1,0,-2.0,7,-0.7,3,-3,2.8,-2.0,7,-2.8,1
COc1ccc(OC)c(NC(=O)Nc2ccccc2C)c1,-2,0.9,1,-0.7,-6,6,0.0,-1.4,-1,-1.6,-8
Cn1c(Cc2ccccc2)nnc1SCC(=O)c1ccc(Br)s1,1,0.0,2,-0.5,-1,-1,-0.5,-1.4,3,-0.7,2
COc1cccc(NC(=S)/C(=C(\[O-])c2cc(C)n(-c3ccccc3F)c2C)[n+]2ccc(N(C)C)cc2)c1,-5,-1.2,-23,-1.7,2,3,-7.8,-1.9,-19,-3.1,-4
O=C1NC(=O)C2(COC(c3ccncc3)OC2)S1 (stereo not drawn),1,0.6,2,-0.3,-5,2,1.7,-1.5,-2,-0.6,2
COc1ccc(/C=C2/C(=N)N3N=C(CC(=O)N4CCCC4)SC3=NC2=O)cc1,1,-0.5,-40,-0.4,1,3,2.4,-0.3,-22,1.3,-15
COC(=O)C1CN(CC(C)C)CCS(=O)(=O)N1Cc1ccc(C(F)(F)F)cc1 (stereo not drawn),-1,·,3,-1.4,2,1,-6.4,-1.3,-1,-2.0,4
Cc1[nH]c2ccccc2c1C(=O)CN1CCCCC1C (stereo not drawn),0,1.0,-4,0.0,1,-2,-0.2,-0.5,-5,0.3,-1

# Quoted at random: five entries already listed, in no set order.
SMILES,SMARCA2 activ,DAX1 inh-1,PLCb3 inh,DAX1 inh-2,MBD2 DNA inh,NR1D1 modulator,hgDAF-12 ag,ssDAF-12 act,PLCg1 inh,hcDAF-12 act,ADAM17 inh
COc1ccc(C(=O)Nc2cccc(C(=O)N3CCN(C)CC3)c2)cc1,1,0.8,0,0.7,2,2,1.7,-0.5,-1,-0.2,-5
CCOC(=O)C1CCN(C(=O)c2sc3nc(-c4ccc(F)cc4)cn3c2C)CC1,-2,-0.8,1,-0.9,5,-1,-1.8,-1.2,-1,-1.6,2
Cc1ccccc1NC(=O)c1cn(-c2ccccc2)nc1-c1ccccc1,0,-2.0,7,-0.7,3,-3,2.8,-2.0,7,-2.8,1
CCCCc1c(O)nc(SCC(=O)N2CCOCC2)[nH]c1=O,1,0.3,-1,1.5,0,1,0.1,-1.1,0,1.3,-4
Cn1c(Cc2ccccc2)nnc1SCC(=O)c1ccc(Br)s1,1,0.0,2,-0.5,-1,-1,-0.5,-1.4,3,-0.7,2

# Additional records:
SMILES,SMARCA2 activ,DAX1 inh-1,PLCb3 inh,DAX1 inh-2,MBD2 DNA inh,NR1D1 modulator,hgDAF-12 ag,ssDAF-12 act,PLCg1 inh,hcDAF-12 act,ADAM17 inh
Nc1c(Cl)cc(-c2csc(NC(CO)c3nc4ccccc4n3CCOCCO)n2)cc1Cl (stereo not drawn),5,-0.5,-22,0.3,1,-2,-4.0,-0.9,-12,0.1,1
COc1ccccc1CC(=O)OC(C)C(=O)Nc1ccc(S(=O)(=O)N2CCCCC2)cc1 (stereo not drawn),-2,-0.2,-7,-1.5,3,1,-1.3,-1.4,-2,-2.4,-2
Cc1ccc(S(=O)(=O)n2nc(OC(=O)c3cccc(F)c3)cc2N)cc1,-3,1.3,-8,-0.3,6,-3,0.5,-0.9,0,-1.2,-6
Cc1nc2ccc(NC(=O)CS(=O)(=O)c3ccc(F)cc3)cc2s1,2,-0.1,-4,3.0,3,4,5.9,-0.9,0,1.7,-6
Cc1cc(C)n2nc(SCc3nnc(-c4cccs4)o3)nc2n1,-2,0.3,-1,-0.5,-4,0,0.0,-1.5,1,-1.6,-1
S=c1[nH]c(-c2ccc(Br)cc2)cn1CCc1ccccc1,1,-1.0,-2,0.0,-1,17*,1.9,-1.5,-2,-1.4,-2
CSc1ccccc1OCc1cc(C(=O)N2CCC[C@H]2C(N)=O)no1,-3,-0.2,-2,1.2,-2,1,0.7,-0.9,8,2.2,0
CNc1ncnc2c1ncn2[C@H]1CN(Cc2cccs2)C[C@@H](CO)O1,3,·,-1,-0.2,0,0,6.4,-0.2,-1,0.2,-1
CCN(CC)c1ccc(/C=N/NC(=S)NCc2ccco2)cc1,-3,-1.1,-135,-0.5,2,0,2.1,-0.3,-118,0.9,-111
O=C(NCc1ccccn1)c1nnc(Cc2ccc(Cl)cc2)o1,9.6*,1.5,2,2.0,0,0,-1.4,-0.7,2,-1.9,2
CC(C)[C@H]1COCCS(=O)(=O)N1Cc1cccc(Cl)c1,-1,-0.8,1,0.2,-5,-2,2.0,-0.8,2,0.1,-4
COc1cccc(CN(C)C(=O)CSCC(=O)Nc2cccc(C)c2)c1OC,-3,-0.6,-7,-0.4,4,1,-1.5,-1.1,2,-0.8,-5
Cc1c(C(=O)c2cccc(F)c2)c2ccccn2c1CCC#N,-1,-1.4,-10,0.0,-8,1,-0.6,-1.7,-4,-2.0,2
O=C(Cn1cc(/C=N/NC(=O)c2cccc(C(F)(F)F)c2)c2ccccc21)Nc1ccc(F)cc1,-2,2.0,-2,0.2,4,-8,-1.3,-1.4,-1,-1.5,-2
O=C(Nc1ccccc1)c1cc(C2COCCN2C(=O)c2cccs2)on1 (stereo not drawn),-1,·,-2,-0.2,3,-6,-1.9,-0.5,-1,-0.2,-4
CCOC(=O)C1CCCN(C(=O)c2ccc(OC)cc2OC)CC1 (stereo not drawn),10*,·,-4,-0.1,-3,1,0.9,-1.6,4,2.4,1
CN(Cc1ccc(Cl)c(Cl)c1)C(=O)C1CC(=O)N(c2ccc3c(c2)OCCO3)C1 (stereo not drawn),-1,-1.1,-4,-0.8,3,-1,-0.4,-1.8,-6,0.3,-3
CCOC(=O)Sc1nc2ncncc2[nH]1,-1,0.6,4,0.4,-3,3,3.5,-0.9,4,0.0,0
CC(=O)c1ccc(OCc2cc(C(=O)N(C)Cc3ccccn3)no2)cc1,2,0.1,-10,4.0*,6,-6,9.3,1.0*,-1,4.2,0
CC[N+](CC)(CC#Cc1ccccc1)CC(=O)c1ccc(Cl)cc1,-2,1.9,0,-0.8,-2,1,1.6,-0.9,-1,4.0,2
Cc1ccc(OCC(=O)O/N=C(\N)c2ccccn2)cc1C,4,·,-3,1.9,2,-7,6.8,-0.9,6,2.7,2
CCC(CC)C(=O)Nc1nnc(SCC(=O)NC2CCCCC2)s1,0,0.3,-7,-0.5,1,6,0.3,-1.6,-1,-0.4,2
CC(C)(C)c1ccc(C(=O)O[C@H]2[C@H](Cc3ccccc3)NS(=O)(=O)[C@H]3C[C@@H]4C=C[C@]23O4)cc1,-1,-0.7,-1,-0.1,4,3,-0.9,-1.2,5,-2.3,0
Cc1cc(NC(=O)CSc2nncc(=O)n2N)no1,-2,-0.1,-7,-0.8,7,-4,1.0,-1.3,0,-0.5,-5
C/C(CC(=O)NC(C)C)=N\NC(=O)COc1cc(C)c(Br)cc1Br,3,-1.1,0,-0.3,-2,10,-0.3,-1.6,-1,2.8,2
Cc1ccc(C)c(C(=O)COC(=O)c2cccc(N3C(=O)c4c(C)nc5ccccc5c4C3=O)c2)c1,14*,2.6,1,2.6,1,4,9.9,0.3,-2,5.5,-1
CC(=O)c1ccc(NC(=S)Nc2ccc3[nH]c(=O)[nH]c3c2)cc1,1,2.0,-6,-0.5,5,1,0.9,-1.2,3,-0.1,-3
CN(Cc1ccccc1)C(=O)c1nc2ccccn2c1CN1CCC(N2CCOCC2)CC1,-1,2.6,-5,0.8,1,-3,-3.2,-0.6,-1,0.4,-6
CN(c1ccccc1)S(=O)(=O)c1cccc(C(=O)NNC(=O)c2ccccc2)c1,-4,-1.7,-4,-1.6,-2,7,-2.4,-2.1,3,-3.0,-4
O=C(/C=C/c1ccc([N+](=O)[O-])cc1)c1cccs1,-4,1.4,-6,0.8,4,1,0.5,-2.1,7,-0.2,-2
O=C(Nc1ccccc1Cl)NC1(C(=O)NCCCN2CCOCC2)CCCCC1,-6,0.0,3,0.2,2,-2,-4.2,-0.3,7,-1.1,3
Cc1ccc(-c2nc(CS(=O)(=O)CC(=O)NCCN3CCCC3)c(C)o2)cc1,-2,0.0,-12,-0.1,1,-6,0.7,-0.4,1,-0.6,2
CCOC(=O)C1CCCN(C(=S)NC2CCCC2)C1 (stereo not drawn),-2,1.0,-3,-0.3,4,-1,-0.4,-1.6,7,-0.4,-1
O=C(CSC1=NS(=O)(=O)c2cc(F)ccc2N1)Nc1ccccc1F,0,-0.6,-4,1.2,-1,1,1.2,-0.8,3,-0.7,-2
Cc1ccc(SCC(=O)N2CCOCC2)cc1,1,1.0,3,0.1,-3,-9,0.3,-0.6,3,2.3,0
Nc1nc(N2CCCCC2)nc2ccccc12,3,1.7,-64,0.8,6,-2,2.2,-1.6,-51,1.5,-144
CC(C)CN1CC(C)C(=O)N(c2ccccc2)C1=O (stereo not drawn),-1,2.2,10,2.5,-6,6,-1.5,-1.2,4,-0.4,3
CCOc1ccc(NC(=O)CCC(=O)NNC(=O)c2ccccc2Cl)cc1,-1,0.1,-7,0.2,2,-1,0.8,-1.3,0,1.9,-2
CN(CCc1ccccc1)C(c1ccnc2ccccc12)c1nnnn1-c1ccc2c(c1)OCCO2 (stereo not drawn),-5,·,-2,-2.4,-1,-2,-3.4,-1.5,-2,-2.3,6
Cc1ccc(NS(=O)(=O)c2ccc(C(=O)N3CCN(c4ncccn4)CC3)cc2)cc1,-5,-2.0,0,-2.0,3,1,-5.7,-2.1,5,-2.6,0
COc1ccc(C(=O)Nc2nc(-c3ccccc3)c(C(C)=O)s2)c(OC)c1,-3,0.0,3,0.4,2,25*,-1.9,-0.3,-1,-0.9,0
CCCOc1ccc(/C(O)=C2/C(=O)C(=O)N(CCN3CCOCC3)C2c2ccccc2)cc1 (stereo not drawn),-3,1.1,-4,0.7,-5,9,-1.2,-1.6,5,-0.2,0
O=C(NCC1CCCO1)C(c1cccs1)N(Cc1cccs1)C(=O)c1ccc(-c2ccccc2)[nH]1 (stereo not drawn),-3,-1.6,-1,-0.5,2,2,-4.2,-1.6,-6,-0.8,6
COc1ccc(N2CCN(C(=O)c3cccnc3)CC2)c([N+](=O)[O-])c1,-3,-0.9,-3,-0.4,-4,-3,6.2,-1.4,-1,-0.4,-4
CC(O)c1nc2ccccc2n1Cc1nnc(-c2ccc(Cl)cc2)o1 (stereo not drawn),2,1.6,-5,0.3,2,0,1.7,-0.7,-1,0.7,0

# Compound activity deposited in PubChem by several laboratories.
